Assay outcomes (PubChem)
GLS inh: blocks human kidney-isoform glutaminase activity. GLS enzymatic activity, qHTS titration. O94925. 410,000 tested, 0.21% active. Potency, µM (highest dose often 45.5 µM), without a hit: top-dose activity change, negative = inhibition, hits mostly inhibitors; note: potency is the fitted concentration of half-maximal effect; % is set by controls: 0 for no effect and ±100 for the full control effect
Target sequence (O94925 whole entry, looked up, canonical isoform): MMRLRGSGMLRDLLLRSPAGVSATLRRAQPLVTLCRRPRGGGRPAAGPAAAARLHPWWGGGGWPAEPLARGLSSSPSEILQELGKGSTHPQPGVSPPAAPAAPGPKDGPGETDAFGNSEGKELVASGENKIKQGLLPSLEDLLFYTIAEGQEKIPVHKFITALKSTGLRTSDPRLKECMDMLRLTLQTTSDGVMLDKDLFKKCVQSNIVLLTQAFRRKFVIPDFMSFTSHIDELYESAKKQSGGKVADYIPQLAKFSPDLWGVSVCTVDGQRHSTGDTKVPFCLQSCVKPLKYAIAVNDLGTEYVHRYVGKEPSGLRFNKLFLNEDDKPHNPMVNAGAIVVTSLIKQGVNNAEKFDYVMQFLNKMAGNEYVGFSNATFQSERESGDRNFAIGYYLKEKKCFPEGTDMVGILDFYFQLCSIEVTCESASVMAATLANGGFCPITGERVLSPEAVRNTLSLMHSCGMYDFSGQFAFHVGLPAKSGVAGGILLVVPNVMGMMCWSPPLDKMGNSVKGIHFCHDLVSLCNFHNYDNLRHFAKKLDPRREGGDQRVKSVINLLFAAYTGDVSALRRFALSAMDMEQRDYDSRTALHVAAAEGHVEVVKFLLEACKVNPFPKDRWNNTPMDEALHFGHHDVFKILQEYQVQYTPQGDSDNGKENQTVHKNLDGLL
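hKGA in 45 mM KH2PO4 (pH 8.2), 0.02% Tween-20 with compound, then 1mM L-Glutamine (stock as added) plus glutamate oxidase/HRP/Amplex red coupling mix. Fluorescence read initially and after 30 min at RT; signal change reflects glutamate formation.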
BAZ2B block: blocks human BAZ2B; Q9UIF8; AlphaScreen BAZ2B-H3K14Ac peptide displacement; Potency, µM (series often up to 114 µM), for inactives: top-dose activity change, negative = inhibition, hits mostly inhibitors; 360,000 tested, 4.4% active; AID 504333; note: potency is the fitted concentration of half-maximal effect; % is set by controls: 0 for no effect and ±100 for the full control effect; nearly all actives have a fitted effect of over 60% in size
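BAZ2B (50 nM) with biotin-H3(5-23)K14Ac peptide (50 nM) in PBS pH 7.4, 0.01% Tween-20, preformed 30 min, then compound 30 min at room temperature; top concentration 110uM. AlphaScreen streptavidin donor/nickel chelate acceptor beads (10 ug/mL final), 20 min dark, signal read.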
HP1b chromo inh: inhibitors of HP1-beta chromodomain binding to methylated histone tails; AlphaScreen HP1-beta / biotin-H3K9me3 peptide binding; Potency, µM (top dose mostly 114 µM), inactives show at the top dose activity change, negative = inhibition, actives largely listed as inhibitors; 390,000 tested, 0.56% active; AID 540317; note: potency is the fitted concentration of half-maximal effect; nearly all actives have a fitted effect of over 70% in size; inactives centre near 23
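Compound inhibition of the preformed complex between 50 nM HP1-beta and 50 nM biotinylated H3K9me3 peptide was read by AlphaScreen. Buffer was PBS pH 7.4 with 0.01% Tween-20. Incubations ran 30 min at room temperature, with 10 ug/mL donor/acceptor beads.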
PGK inhibitor: blocks T. brucei phosphoglycerate kinase; 380,000 tested, 0.043% active; Potency, µM (doses to about 57.5 µM), for inactives: top-dose activity change, negative = inhibition, hits mostly inhibitors; P07378; AID 602233; PGK/GAPDH coupled, Kinase-Glo luminescence, 60 min; note: potency is the fitted concentration of half-maximal effect; % is set by controls: 0 for no effect and ±100 for the full control effect; nearly all actives have a fitted effect of over 60% in size
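Recombinant glycosomal PGK reaction used 1,3-bisphosphoglycerate generated in-well by GAPDH (100nM final) in 100mM TEA pH 7.6, 5mM MgCl2, 0.01% Tween-20. After 60 minutes at room temperature, ATP was read by Kinase-Glo Plus luminescence end-point.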
G9a inh: inhibitors of human histone lysine methyltransferase G9a. Potency, µM (titrated, usually from 102 µM), for inactives: top-dose activity, negative = inhibition, usual class: inhibitors. AID 504332. 350,000 tested, 8.8% active. Q96KQ7. G9a H3K9 monomethylation, AlphaScreen, 2 h; note: potency is the fitted concentration of half-maximal effect; % is set by controls: 0 for no effect and ±100 for the full control effect; nearly all actives have a fitted effect of over 75% in size
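Chemiluminescent proximity detection of H3K9 monomethylation, read after 10 min bead incubation in the dark. Reaction: 20 nM G9a, 500 nM biotin-H3K9 peptide, 20 uM SAM cofactor, 2 h, room temperature, following 15 min enzyme-compound preincubation.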
PI4K2A block: PI4K2A (human) kinase inhibition | AID 1346378 | 420,000 tested, 0.13% active | Q9BTU6 | activity change, negative = inhibition, % at 76.9 µM | purified PI4K2A, ADP-Glo luminescence, 1 h; hits give low values; in the data active = activity change below about -50%; inconclusive = mostly about -30% to -49%;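 note: -100% = wells without enzyme as full effect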
Target sequence (Q9BTU6 whole entry, looked up): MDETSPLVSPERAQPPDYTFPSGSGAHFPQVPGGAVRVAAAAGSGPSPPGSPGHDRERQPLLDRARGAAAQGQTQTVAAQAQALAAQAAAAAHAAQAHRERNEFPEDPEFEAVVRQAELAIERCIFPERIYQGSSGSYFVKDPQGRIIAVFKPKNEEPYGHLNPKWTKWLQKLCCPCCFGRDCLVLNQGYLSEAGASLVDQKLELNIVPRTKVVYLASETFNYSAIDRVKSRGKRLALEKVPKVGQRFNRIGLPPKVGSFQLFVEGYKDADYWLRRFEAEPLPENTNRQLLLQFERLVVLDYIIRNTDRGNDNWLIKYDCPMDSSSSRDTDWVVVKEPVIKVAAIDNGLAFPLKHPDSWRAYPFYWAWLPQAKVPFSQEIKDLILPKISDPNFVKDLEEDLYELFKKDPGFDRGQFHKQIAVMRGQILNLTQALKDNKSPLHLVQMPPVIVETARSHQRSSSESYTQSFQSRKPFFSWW
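In this quantitative HTS, ADP production by PI4K2A was quantified luminescently after 1 h at ambient temperature; 100 microM adenosine served as plate-quality control.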
POLH inh: inhibitors of human DNA polymerase eta. AID 588591. Potency, µM (doses to about 114 µM), inactives show top-dose activity change, negative = inhibition, actives largely listed as inhibitors. recombinant Pol eta, fluorescent DNA replication assay. 390,000 tested, 1.2% active. Q9Y253; note: potency is the fitted concentration of half-maximal effect; % is set by controls: 0 for no effect and ±100 for the full control effect
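Pol eta (10 nM) was preincubated with compounds for 15 min at room temperature, after which fluorescent replication substrate (50 nM final) was added to start the reaction. Fluorescence was read kinetically at 0 and 10 min.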
JMJD2A Tudor: inhibitors of human JMJD2A Tudor domain; O75164; AlphaScreen JMJD2A-Tudor / H3K4me3 peptide binding; Potency, µM (highest dose often 114 µM), inactives show at the highest dose activity change, negative = inhibition, actives largely listed as inhibitors; 390,000 tested, 4.4% active; AID 504339; note: potency is the fitted concentration of half-maximal effect; % is set by controls: 0 for no effect and ±100 for the full control effect; nearly all actives have a fitted effect of over 50% in size
Pin1 inhibitor: inhibitors of human Pin1. Q13526. Pin1 FP peptide displacement, HiFluor488, 10 min. Potency, µM (series often up to 115 µM), for inactives: at the top dose activity, negative = inhibition, usual class: inhibitors. 390,000 tested, 0.009% active. AID 504891; active = well fitted inhibition curve with a large enough effect in the polarisation, with a control signal flat, not every such curve was filed as active; inconclusive = small, poorly fitted or top-dose-only effect, or effect the other way, or a change in a side signal; inactive = no such curve, though single readings can be large or run the other way; the % refers to the polarisation; note: potency is the fitted concentration of half-maximal effect; % is set by controls: 0 for no effect and ±100 for the full control effect
An asterisk follows results filed as active; i = inactive; ? = inconclusive; . = no result given; [ ] = dose if it differs, or a comment. Unless noted, calls come from the whole dose curve; as a rule, active = well fitted curve in the direction sought with a large enough effect; inconclusive = small, poorly fitted or top-dose-only effect, or another doubt; inactive = no such curve, though single readings can be large; an effect the other way counts as inactive or inconclusive.

SMILES	GLS inh	BAZ2B block	HP1b chromo inh	PGK inhibitor	G9a inh	PI4K2A block	POLH inh	JMJD2A Tudor	Pin1 inhibitor
C=Cc1ccc(Cn2c(C(=O)O)c(CNCCc3ccccc3)c3ccc(C)cc32)cc1	8%	-29%	1%	-9%	-39%[59 µM]	-5	-20%	-31%	2%
Fc1ccc(/C=N/n2cnn(Cc3ccccc3Cl)c2=S)cc1	-25%	26%	-5%	-4%	20µM*	-2	-19%	27%	49%[activator]
CC(C)[C@H](NC(=O)OCc1ccccc1)C(=O)OCC(=O)NC1CCCCC1	12%	12%	14%	i	?	-5	-6%	-4%	8%
C=CC[C@@H](CC(=O)OC(C)(C)C)C(=O)OC[C@@H]1CCCN1C(=O)[C@H](CC=C)CC(=O)NCCO	-2%	.	28%	-9%	.	-4	-4%	-2%	0%
Cc1cc(NC(=O)c2ccccc2)c(Cl)cc1N	10%	-3%	21%	-13%	?	-1	-16%	-5%	-2%
COc1ccccc1-n1c(CNC(=O)c2ccco2)nnc1SCC(=O)Nc1cc(C)ccc1C	?	6%	-19%	-7%	19%	6	5%	?	-4%
Cc1ccc(N(Cc2ccc(C(=O)Nc3c(C)n(C)n(-c4ccccc4)c3=O)cc2)S(C)(=O)=O)cc1C	7%	-5%	19%	-8%	-1%	1	-10%	-4%	-4%
O=C(CSc1nnc2scc(-c3ccccc3)n12)Nc1nsc(-c2ccccc2)n1	19%	56µM*	20%	-4%	?	-2	?	?	240%[activator]
CN(C)c1cccc(C(=O)Nc2ccc(S(=O)(=O)Nc3nccs3)cc2)c1	34%[activator]	.	-13%	-3%	.	3	-3%	?	1%
COc1ccc(-c2noc(CSc3nc(C)cc(=O)[nH]3)n2)cc1OC	-3%	-17%	21%	i	6%[59 µM]	-2	2%	-10%	10%
CCCOc1ccccc1C(=O)N1CCNC(=O)C1CC(=O)OC(C)C (stereo not drawn)	-9%	-36%	29%	1%	.	-2	-19%	3%	-14%
Cc1ccc(-n2nnnc2SCC(=O)NC2CCCc3ccccc32)cc1 (stereo not drawn)	-2%	9%	47%[activator]	-10%	3%	-5	-16%	-1%	?

Full records, looked up by structure. Order of values: GLS inh | BAZ2B block | HP1b chromo inh | PGK inhibitor | G9a inh | PI4K2A block | POLH inh | JMJD2A Tudor | Pin1 inhibitor
COc1ccc(-c2noc(CSc3nc(C)cc(=O)[nH]3)n2)cc1OC is listed with -3% | -17% | 21% | i | 6%[59 µM] | -2 | 2% | -10% | 10%
CN(C)c1cccc(C(=O)Nc2ccc(S(=O)(=O)Nc3nccs3)cc2)c1 is listed with 34%[activator] | . | -13% | -3% | . | 3 | -3% | ? | 1%
O=C(CSc1nnc2scc(-c3ccccc3)n12)Nc1nsc(-c2ccccc2)n1 is listed with 19% | 56µM* | 20% | -4% | ? | -2 | ? | ? | 240%[activator]

(list continues)
SMILES	GLS inh	BAZ2B block	HP1b chromo inh	PGK inhibitor	G9a inh	PI4K2A block	POLH inh	JMJD2A Tudor	Pin1 inhibitor
Cc1nc(COc2ccc(C(=O)Nc3ccccc3N3CCOCC3)cc2)cs1	-1%	-26%	10%	0%	-2%	-6	-18%	-29%	-3%
Cc1ccccc1S(=O)(=O)Oc1cccc2c(O)cccc12	2%	-13%	9%	i	.	-4	-2%	-17%	1%
CCC1CCCCN1S(=O)(=O)c1ccc(C(=O)Nc2nnc(C3CC3)o2)cc1 (stereo not drawn)	1%	50µM*	50%[activator]	4%	.	-1	-22%	-17%	2%
Cc1cccc(N2CCN(S(C)(=O)=O)CC2)c1C	4%	8%	37%	0%	2%	2	1%	-3%	-10%
CC(C)(CNC(=O)c1cc([N+](=O)[O-])ccc1N1CCC(Cc2ccccc2)CC1)N1CCOCC1	-4%	?	1%	-11%	25%[12.7 µM]	-2	-23%	?	0%
O=C(Nc1ccccc1)Nc1ccc(NC(=O)c2ccccc2O)cc1	12%	7%	25%	-1%	-6%	-1	3%	-10%	5%
Cc1ccc2oc(-c3cccc(NC(=S)NC(=O)/C=C/c4ccco4)c3)nc2c1	-1%	-9%	7%	-8%	.	-12	13µM*	?	91%[activator]
COc1ccc(N2CCN(C(=O)CCc3ccc(S(=O)(=O)NC(C)(C)C)cc3)CC2)cc1	25%	-17%	1%	-7%	-8%[12.7 µM]	-1	-2%	-25%	6%
COc1cc(C(=O)Nc2cnc(NC(=O)C(C)C)cc2C)cc(OC)c1OC	9%	14%	16%	-8%	10%	3	-3%	-14%	2%
O=C(CSc1nc2ccccc2c(=O)[nH]1)Nc1ccc([N+](=O)[O-])cc1	-3%	.	38%[activator]	-1%	.	1	-11%	-12%	9%
O=C(COc1cccc(Br)c1)NN=C1c2ccccc2-c2ccccc21	2%	-6%	-9%	-4%	15%	1	?	-27%	16%
Cc1ccc(-c2cc(C(=O)N/N=C/c3c(C)nn(C)c3C)c3ccccc3n2)cc1C	6%	1%	31%	0%	?	4	?	-20%	7%
CCCCC(=O)N/N=C/c1ccc(N2CCOCC2)c([N+](=O)[O-])c1	3%	-33%	5%	-9%	7%	-2	-21%	-24%	3%
O=C(CCCN1C(=O)C(c2ccccc2)Oc2cccnc21)NCc1ccccc1Cl (stereo not drawn)	-2%	-4%	32%[activator]	-8%	13%[59 µM]	3	-18%	-3%	2%
COc1ccsc1C(=O)NCCN1CCOCC1	1%	7%	41%[activator]	3%	119%[activator]	-1	-17%	-1%	0%
CCOC(=O)C1=C(C)NC(=O)NC1c1ccco1 (stereo not drawn)	0%	79µM*	-6%	-8%	-13%[12.7 µM]	8	79µM*	?	-3%
Cc1cccc(N2CCN(S(=O)(=O)c3ccc4c(c3)CCN4C(=O)CCC(=O)O)CC2)c1C	8%	?	21%	-7%	-32%	-4	-18%	-12%	1%
COc1ccc(Cl)cc1NC(=O)C(C)N1CCN(c2ccccn2)CC1 (stereo not drawn)	2%	-9%	26%	-16%	4%	3	-6%	-25%	0%
NC(=S)N/N=C1\c2ccccc2-c2c(C(=O)O)cccc21	-7%	-10%	-1%	-3%	28µM*	3	-6%	-12%	10%
Cc1cccc(/C=N/NC(=O)C2CCCNC2=O)c1 (stereo not drawn)	7%	-4%	16%	-1%	0%	-1	-7%	3%	-1%
Cc1c(OCc2nn[nH]n2)ccc2c3c(c(=O)oc12)CCCC3	-6%	-1%	14%	-3%	71µM*	-5	1%	-25%	-1%
CN(C)c1cncc(C(=O)O)c1	20%	21%	30%	-7%	54%[activator]	-5	-7%	-5%	0%
COc1ccc([C@@H]2[C@@H]3C(=O)N(C(C)(C)C)C(=O)[C@@H]3[C@]3(Cc4ccc(Cl)cc4)C(=O)N(c4ccc(Br)cc4)C(=O)N23)cc1	0%	-1%[57.1 µM]	25%	-8%	.	2	-16%	-8%	0%
Cc1ccc(C)c(CN2CCC(CNC(=O)Nc3ccc(C)c(F)c3)CC2)c1	3%	-21%	43%[activator]	.	-1%	7	-20%	-8%	0%
Cc1ccc(-c2nc3ccccn3c2Nc2ccccc2C)s1	0%	.	-8%	3%	?	3	-22%	?	?
O=C(Cc1ccccc1)Nc1c(C(=O)N2CCOCC2)cnn1-c1ccccc1	5%	-4%	26%	-2%	-5%[12.7 µM]	0	-3%	-10%	-4%
O=C(CNC(=O)c1ccco1)NCC(=O)OCc1ccc(Cl)cc1Cl	5%	6%	25%	-4%	13%	-1	-21%	3%	0%
COc1ccc(/C=N/OCC(=O)Nc2nc3ccccc3s2)cc1	4%	-3%	8%	-7%	-5%[59 µM]	-3	-11%	-11%	2%
O=C(CN1C(=O)NC2(CCCC2)C1=O)Nc1ccccc1F	-4%	1%	-4%	i	9%[59 µM]	-2	4%	-20%	-2%
CCCN(C(=O)COC(=O)CSc1ccc(C(N)=O)cc1[N+](=O)[O-])C1CCS(=O)(=O)C1 (stereo not drawn)	8%	14%	4%	-4%	?	-3	2%	-11%	-6%
O=C(Cn1cnc2c(OCc3ccccc3)ncnc21)NCCc1c[nH]c2ccccc12	5%	.	9%	6%	.	1	-4%	-16%	0%
Cc1ccccc1CSc1nnc(-c2ccccn2)n1C	1%	79µM*	32%	-9%	-4%	212	-14%	-5%	-9%
Fc1ccccc1-c1nc(-c2ccc(Br)o2)no1	-2%	26%	229%[activator]	-3%	-4%[2.33 µM]	-4	-9%	21%	3%
Cc1cc(NC(=O)Cn2nnc3sc4c(c3c2=O)CCCC4)no1	-2%	-7%	8%	4%	3%	3	-6%	-3%	9%
CCSc1nnc(NC(=O)CSc2nc3c(c(=O)n2CCOC)SC(C)C3)s1 (stereo not drawn)	-2%	-15%	17%	-2%	21%[59 µM]	2	-8%	-28%	-1%
CC(=O)NNc1cc(C)nc(N)n1	?	7%	22%	2%	.	-2	-18%	6%	6%
C=CC[C@H]1CC(Cc2ccccc2)=C[C@H](CC=C)N1	-29%	-5%	?	i	45µM*	-2	-12%	?	-3%
NC(=O)CC(NC(=O)Cc1ccc(Br)cc1)c1ccc(NC2CCCCCCC2)c([N+](=O)[O-])c1 (stereo not drawn)	1%	.	19%	i	.	-4	-1%	-21%	?
O=C(CCN1C(=O)c2ccncc2C1=O)Nc1ccc(F)cc1	0%	9%	58%[activator]	-10%	-21%[59 µM]	0	-4%	5%	0%
COc1ccc(-c2cc3cc(OC)c(OC)cc3cn2)cc1	-11%	.	33%	-12%	.	4	1%	-26%	11%
O=C(CN1C(=O)NC2(CCCC2)C1=O)Nc1cc(C(F)(F)F)ccc1N1CCCCC1	4%	4%	16%	-4%	45µM*	-3	-9%	-14%	?
CCOc1cc2c3c(c1)C(C)=CC(C)(C)N3C(=O)C2=O	4%	?	?	-4%	?	0	-9%	-27%	0%
Cc1cc(N2CCCCC2)n2ncc(-c3ccccc3)c2n1	2%	435%[activator]	242%[activator]	-1%	5%[2.33 µM]	-3	-15%	55%[activator][11.4 µM]	1%

An excerpt, so the mix of outcomes need not match the whole.
